MOR-DOR inv ag = inverse agonists of MOR-DOR heterodimerization, primary screen, cell-based, luminescence; Mu-type opioid receptor (Homo sapiens) + Delta-type opioid receptor (Homo sapiens), …; cell-based MOR-DOR heterodimer luminescence, inverse agonism; inhibition, % at 9.3 µM; hit rate 0.21% among 340,000; in the data active = inhibition above about 22%, passing the limit was not always enough;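 also: 0% = cells with DMSO and 100% = wells without cells with DMSO; values of inactives mirror those of a sister screen read the other way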
Target sequence (P35372 whole entry, looked up): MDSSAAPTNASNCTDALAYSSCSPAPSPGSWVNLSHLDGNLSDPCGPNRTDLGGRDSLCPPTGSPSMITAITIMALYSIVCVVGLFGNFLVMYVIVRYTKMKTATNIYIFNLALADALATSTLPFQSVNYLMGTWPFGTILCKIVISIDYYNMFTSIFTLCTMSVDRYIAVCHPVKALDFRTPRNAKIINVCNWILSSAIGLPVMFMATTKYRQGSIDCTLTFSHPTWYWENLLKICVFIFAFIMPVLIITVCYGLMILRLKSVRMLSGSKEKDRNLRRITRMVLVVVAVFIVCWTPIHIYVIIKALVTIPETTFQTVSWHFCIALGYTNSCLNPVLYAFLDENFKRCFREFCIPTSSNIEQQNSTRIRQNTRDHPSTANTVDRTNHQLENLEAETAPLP
Target sequence (P41143 whole entry, looked up): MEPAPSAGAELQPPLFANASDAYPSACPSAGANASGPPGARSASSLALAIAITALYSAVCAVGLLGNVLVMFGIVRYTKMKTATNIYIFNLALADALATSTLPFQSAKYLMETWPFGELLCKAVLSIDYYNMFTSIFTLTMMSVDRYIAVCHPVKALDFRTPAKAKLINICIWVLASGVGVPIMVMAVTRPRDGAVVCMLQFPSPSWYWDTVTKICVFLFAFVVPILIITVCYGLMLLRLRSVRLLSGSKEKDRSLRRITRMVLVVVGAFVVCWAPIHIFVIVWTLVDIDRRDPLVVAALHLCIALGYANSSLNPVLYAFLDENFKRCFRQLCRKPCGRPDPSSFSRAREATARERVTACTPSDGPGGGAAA
DSG3 Ab inh = inhibitors of pemphigus antibody binding to DSG3, primary screen, biochemical, bead-based, flow cytometry, scFv-GFP | binding (percent of control), % at 10 µM | hit rate 0.48% among 310,000 | Desmoglein-3 (Homo sapiens), P32926 | DSG3-coupled beads, scFv-anti-DSG3-GFP binding; active compounds read low;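 active = binding more than 3 SD below its plate's average and above zero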;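 also: hits lower antibody fragment binding to DSG3; some compounds called inactive have numbers as strong as hits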
phage Ecoli inh = growth loss of phage-infected E. coli, primary screen, RecBCD inhibitor project, absorbance, with phage, HTS | inhibition, % at 11.9 µM | hit rate 0.26% among 360,000; in the data active = inhibition above about 11%
AddAB inh = growth inhibition of E. coli expressing H. pylori AddAB, primary screen, AddAB inhibitor project, absorbance; inhibition, % at 11.9 µM; hit rate 0.29% among 330,000; in the data active = inhibition above about 12%;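 also: 0% = vehicle wells of infected cells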
PKA-R1A act = activators of PKA-R1A holoenzyme, primary screen, biochemical, fluorescence polarization, Cy5-IP20, bovine R1A, mouse PKAc; activation, % at 11.4 µM; PKA-R1A dissociation; scaled: DMSO 0%, 113 µM cGMP 100%; hit rate 0.083% among 340,000; cAMP-dependent protein kinase type I-alpha regulatory subunit (Bos taurus) + …;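 active = percent activation above the mean of all tested compounds plus 3 SD, cut at about 19% in these data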;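 also: higher means more PKAc released from R1A so a rise in polarization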
Ecoli viability = E. coli V3065 growth inhibition, primary screen, counter-screen for AddAB inhibitor project, absorbance, OD600 | inhibition, % at 11.9 µM | 18 h | hit rate 0.27% among 330,000;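 active = inhibition above the campaign's mean inhibition across all tested compounds plus 3 SD, cut at about 9.9% in these data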;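 also: uninfected addAB+ strain grown without phage in ampicillin broth; 0% = DMSO wells and 100% = ciprofloxacin 0.95 µg/ml wells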
Mot1-301 SUMO = yeast Mot1-301 growth rescue at high temperature, primary screen, SUMOylation pathway inhibitor project, S. cerevisiae, ATP luminescence, 38.5C. S. cerevisiae Mot1-301 growth rescue; percent above DMSO median, 100 means doubled. growth rescue, % at 18.8 µM. hit rate 1% among 320,000. AID 2716, 2010;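 active = every valid replicate shows activation above 250% relative to neutral control wells; inactive = the rest, any valid replicate at or below 250%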;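 also: OY570 slx delta 5 strain wells were the positive control but not used for scaling; some compounds called inactive have numbers as strong as hits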
PfHsp90 set2 = growth inhibition of PfHsp90-expressing yeast, primary screen, antimalarial PfHsp90 inhibitor project, S. cerevisiae, BacTiter-Glo luminescence, single point, set 2. hit rate 0.32% among 310,000. AID 504621, 2011. BacTiter-Glo ATP, 48 h; yeast lacking PDR1 and PDR3 efflux regulators. inhibition, % at 9.4 µM;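 active = every replicate shows inhibition above about 80%, whatever the replicate mean, limit read from the data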;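 also: 0% = DMSO neutral controls and 100% = 20 µM radicicol positive controls; yeast relying on Plasmodium falciparum Hsp90 in place of its own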
Tat export inh = E. coli Tat export inhibitors, primary screen, MC4100, TorA-mCherry reporter, fluorescence, single point. inhibition, % at 10 µM. hit rate 0.036% among 340,000. AID 488895, 2010;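 active = mean replicate inhibition at least 50% and at least half of replicates individually reaching 50%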;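 also: exported cargo escapes ClpAP degradation while cytoplasmic cargo is degraded and loses fluorescence; 0% = median of neutral control wells and 100% = median of NaSCN control wells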
OPRM1-OPRD1 ag = agonists of OPRM1-OPRD1 heterodimerization, primary screen, cell-based, luminescence | Mu-type opioid receptor (Homo sapiens) + Delta-type opioid receptor (Homo sapiens), … | cells | activation, % at 9.3 µM | hit rate 0.3% among 340,000 | AID 504326, 2011; in the data active = activation above about 18%;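 also: 0% = vehicle-treated cells and 100% = reference agonist; values of inactives mirror those of a sister screen read the other way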
Arrestin-AP2 inh = inhibitors of beta-arrestin/AP2 binding, primary screen, biochemical, GPCR trafficking, flow cytometry | AID 504490, 2011 | FITC-arrestin peptide / GST-AP2 beads; AP2 beta2 appendage carries R879A mutation | inhibition, % at 10 µM | beta-arrestin 1 C-terminal peptide binding to AP2 beta2-adaptin appendage (human) | hit rate 0.31% among 340,000;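 active = inhibition above a set limit, near 3 SD of compounds lacking own fluorescence, cut at about 54% in these data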;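 also: plate controls were DMSO wells for no effect and 5 µM unlabelled arrestin peptide for full effect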
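Material – GST-tagged AP2 beta2-adaptin appendage (R879A) on 4 µm glutathione beads · Probe or stimulus – fluorescein-tagged arrestin peptide at 50 nM final · Timing – 12 min plus 1 h, RT · Detection – bead flow cytometry, FITC channel · Read-out basis – inhibition as reduced fluorescein signal on beads, percent · Medium – PBS plus Tween 20 (0.05%) and BSA (0.1%)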
* = called active by the depositor; . = no result given. Random draw from the library; 2.8% or so of the library scored in one or more.

SMILES	MOR-DOR inv ag	DSG3 Ab inh	phage Ecoli inh	AddAB inh	PKA-R1A act	Ecoli viability	Mot1-301 SUMO	PfHsp90 set2	Tat export inh	OPRM1-OPRD1 ag	Arrestin-AP2 inh
CSc1ccc(Cl)c(C(=O)NCCOc2cc(C(C)C)ccc2C)c1	-30	99	1.2	1.5	-1	-0.8	-3	-6	17	5.5	3
CCOC(=O)C1CCCN(CCC(=O)Nc2ccc(C)cc2)C1 (stereo unspecified)	17	.	4.6	3.1	-1	-3.5	288	12	-14	-2.8	-6
O=C(OCn1cncn1)c1ccc(Cl)cc1Cl	0	101	0.5	-0.1	0	-3.5	-25	13	-4	0.0	-9
COc1ccc2[nH]c3c(C)c4cc[n+](C)cc4c(C)c3c2c1	13	93	1.1	.	9	.	.	-78	3	-2.9	0
CCOc1ccc(OCC)c(N=c2oc3c(C)ncc(CO)c3cc2C(N)=O)c1	11	.	0.0	3.1	-14	-0.4	14	-5	2	-2.1	2
CCC1C(=O)C(CC)C(c2ccccc2)NC1c1ccccc1 (stereo unspecified)	-20	101	3.4	1.5	-14	0.9	9	-18	9	3.6	16
COC(=O)c1cc2nc(-c3ccccc3)cc(C(F)(F)F)n2n1	24	117	-0.3	2.8	-4	-1.1	295*	-10	-2	-5.2	3
CCOC(=S)SCC(=O)N1CCc2ccccc2C1C1C(=O)CCCC1=O (stereo unspecified)	-14	103	2.8	0.7	0	-0.5	228	-4	1	2.0	-2
C/C(=N/NC(=O)C1CC1(c1ccccc1)c1ccccc1)c1cccs1 (stereo unspecified)	-2	107	2.0	3.9	-1	1.5	16	10	-5	0.3	2
O=C(Cc1ccc(Cl)cc1)Nc1ccc(-c2nnc(-c3ccco3)o2)cc1	-65	.	0.1	1.5	-6	-1.6	1	-14	-7	11	-7
CC(C)C[C@H](NC(=O)c1nc[nH]c1C(=O)NC1CCN(C(=O)OC(C)(C)C)CC1)C(=O)OCc1ccccc1	-95	101	0.8	0.8	0	-2.8	-2	-14	24	17	7
Cc1nn(C(C)C(=O)N2CCN(c3ccccn3)CC2)c(=O)c2cc3occc3n12 (stereo unspecified)	15	104	1.7	-2.0	8	-0.3	-8	-7	-6	-2.7	-3
COc1ccc(CC(=O)NNS(=O)(=O)c2ccc3ccccc3c2)cc1OC	15	98	2.3	1.5	-13	-3.3	1	12	-6	-2.8	-7
CN(CC(=O)Nc1ccc(Cl)c(C(F)(F)F)c1)C(=O)CCN1C(=O)C2CCCCC2C1=O (stereo unspecified)	-8	102	1.8	-0.4	1	-2.0	78	3	2	1.2	-3
CCCCc1nc2cc(C(=O)NCc3ccccn3)ccc2o1	0	107	2.9	-0.5	-12	-2.3	-16	16	-14	0.1	35
Cc1ccc(NC(=O)COC(=O)C2CSC3(C)CCC(=O)N23)c(C)c1 (stereo unspecified)	10	99	2.9	2.1	1	0.3	-2	-1	3	-2.7	69*
Cc1ccc(-n2nc3c(c2NC(=O)c2ccccc2Br)CS(=O)C3)cc1 (stereo unspecified)	4	97	1.6	2.2	-5	-0.3	-31	4	-1	-0.8	2
CC(c1nnc(SCC(=O)N2CCc3ccccc32)n1-c1ccc(Cl)cc1)N(C)C (stereo unspecified)	6	106	0.5	1.3	-3	0.8	203	7	-6	-1.1	-9
O=C(O)C1CC(=O)N(c2ccc3c(c2)OCCO3)C1 (stereo unspecified)	12	102	0.8	3.2	-8	2.5	205	4	-5	-2.3	3
CCCNC(=O)c1nn2c(C(F)(F)F)cc(-c3ccccc3)nc2c1Cl	-20	110	1.8	3.2	-2	3.5	2	0	-18	3.8	-7
Cc1ccc(Cl)cc1NC(=S)N(CCN(C)C)C(C)c1ccccn1 (stereo unspecified)	11	89	-3.7	0.9	-6	0.6	-13	43	1	-2.1	-16
C#Cc1ccc([C@H]2C=C(C(=O)N3CCN(Cc4ccc5c(c4)OCO5)CC3)O[C@@H](OCc3ccc(CO)cc3)C2)cc1	5	97	3.8	1.9	0	-0.4	11	-26	-3	-0.9	27
CCC(c1nnnn1Cc1ccco1)N1CCN(c2cc(Cl)ccc2C)CC1 (stereo unspecified)	-5	110	-0.7	0.8	4	-0.8	102	-7	10	0.8	-4
Cn1nc(C(F)(F)F)c2cc(C(=O)Nc3ccc(F)c(Cl)c3)sc21	-40	.	5.0	6.3	-15	3.1	1	-4	1	8.0	16
COCCn1c(SCC(=O)Nc2ccc(N3CCOCC3)cc2)nc2ccccc21	0	96	3.7	0.9	2	-0.3	3	11	4	-0.1	18
CCOc1ccccc1CNC(=O)CCN1C(=O)COc2ccccc21	13	125	1.1	2.7	-11	-1.6	3	-7	-5	-2.1	-10
Cc1cccc2sc(NC(=O)C3CCCO3)nc12 (stereo unspecified)	9	101	2.0	1.1	-3	-1.6	129	7	-2	-1.6	-1
COC(=O)c1ccccc1NC(=O)c1ccccc1N(C)S(C)(=O)=O	19	111	3.7	5.9	4	0.7	18	19	-6	-4.4	4
Cn1cc(CN2CCCC(C(=O)Nc3cccc(-n4cccn4)c3)C2)cn1 (stereo unspecified)	16	.	-2.5	0.3	-6	-0.2	10	11	-5	-3.0	8
O=C(CN1C(=O)NC(c2ccccc2)(c2ccccc2)C1=O)NC1CCS(=O)(=O)C1 (stereo unspecified)	17	95	4.1	1.3	8	-0.3	229	5	0	-4.5	-7
N#Cc1cc(C(=O)c2cc(Cl)ccc2O)cn(CC2CCCO2)c1=O (stereo unspecified)	-25	116	2.0	0.0	6	1.4	203	-5	8	4.3	4
CC(C)C(NC(=O)c1ccc(C(C)(C)C)cc1)C(=O)N1CCC(C(N)=O)CC1 (stereo unspecified)	11	105	-0.1	2.2	-3	0.9	-18	-3	0	-2.8	6
CN1CCC(=NNC(=O)c2cn(-c3ccccc3)nc2-c2ccccc2)CC1	0	104	4.2	1.1	-7	-2.0	16	-1	0	-0.1	3
CC1C(=O)Nc2ccc(S(=O)(=O)NCCc3ccc(Cl)cc3)cc2NC1=O (stereo unspecified)	-5	105	1.7	1.5	-3	-0.1	144	0	0	0.8	2
Nc1nccnc1C(=O)OCC(=O)Nc1ccc2[nH]c(=O)[nH]c2c1	1	101	2.5	1.2	1	0.3	8	6	-15	-0.2	-1
O=C(N[C@@H](Cc1c[nH]c2ccccc12)C(=O)O)OCC1c2ccccc2-c2ccccc21	16	.	1.8	.	5	.	.	6	9	-3.3	-6
COC(=O)c1ccc(C(=O)Nc2cc(Cl)ccc2Cl)cc1NC(=O)c1ccccc1C	7	97	0.5	2.0	-3	-1.2	-2	.	-3	-1.2	4
CC1(C)CC(=O)C(C2(O)C(=O)N(Cc3ccccc3)c3ccccc32)CO1 (stereo unspecified)	29	96	1.2	2.2	-2	0.5	-4	.	-5	-5.8	2
Cc1cc(C)n(/N=C/c2ccccc2)c(=O)c1C#N	-5	100	1.2	-0.3	-3	1.6	-2	6	-2	0.8	-7
Cc1ccc2nc(NC(=O)CCNS(=O)(=O)c3ccc(Br)s3)sc2c1	-23	99	.	0.7	-5	-1.7	-21	.	5	4.3	-5

Single entries from the entries so far.
PfHsp90 set2 result of CC1C(=O)Nc2ccc(S(=O)(=O)NCCc3ccc(Cl)cc3)cc2NC1=O (stereo unspecified) reads 0
AddAB inh result of CN1CCC(=NNC(=O)c2cn(-c3ccccc3)nc2-c2ccccc2)CC1 reads 1.1
MOR-DOR inv ag result of N#Cc1cc(C(=O)c2cc(Cl)ccc2O)cn(CC2CCCO2)c1=O (stereo unspecified) reads -25

The list continues:
SMILES	MOR-DOR inv ag	DSG3 Ab inh	phage Ecoli inh	AddAB inh	PKA-R1A act	Ecoli viability	Mot1-301 SUMO	PfHsp90 set2	Tat export inh	OPRM1-OPRD1 ag	Arrestin-AP2 inh
CCN(CC)C(=O)C(Oc1ccc(S(=O)(=O)N2CCCC2)cc1[N+](=O)[O-])c1ccccc1 (stereo unspecified)	-22	97	-0.9	2.9	1	0.9	71	-4	-7	2.7	5
O=C(/C=C/c1cccc(F)c1)NCc1ccc2c(c1)OCO2	-5	115	2.0	2.0	4	-2.8	22	-1	-4	0.6	-4
CCc1cc(CC)c(/C=N/NC(N)=O)c(CC)c1	0	107	2.7	-0.9	-7	-0.8	-21	-10	-10	0.1	18
COc1ccc(NC(=O)[C@@H]2CCCN2S(=O)(=O)c2ccccc2F)cc1S(=O)(=O)N1CCCCC1	11	86	1.5	-1.1	8	1.2	-18	.	1	-2.2	-13
COc1ccc(NC(=O)c2[nH]c(C)c(C(C)=O)c2C)cc1S(=O)(=O)Nc1ccc(Br)cc1	9	94	2.7	0.4	-18	0.1	-13	7	8	-1.7	-6
COc1ccc(-c2cn[nH]c2-c2ccc(OCc3ccccc3F)cc2O)cc1OC	-78	111	6.0	4.6	-20	3.9	-5	6	29	15	3
Cc1cc([N+](=O)[O-])cc(C)c1OCC(=O)N/N=C/c1ccc(OC(=O)c2ccccc2)cc1	-11	.	3.4	0.1	4	-0.8	14	-23	-5	2.0	-1
Cc1ncsc1C(=O)Nc1nc2c(s1)CCCC2	3	99	3.0	3.1	12	1.5	-20	10	5	-0.6	-6
CCOc1ccc(CN2CCN(Cc3cc4ccccc4[nH]3)CC2CCO)cc1 (stereo unspecified)	-11	101	1.7	.	0	.	.	-2	1	2.2	4
CCCN1CCN(C(=O)c2ccc(CS(=O)c3ccc(F)cc3)o2)CC1 (stereo unspecified)	19	107	2.0	3.4	-2	0.1	6	4	-4	-3.7	7
Cc1nc2ccccc2n1CC(=O)OCC(=O)NC1CC1	4	110	0.3	-1.9	5	-2.2	14	.	2	-0.9	-6
COc1ccc(C(=O)NC2CCCc3c2cnn3-c2cc(F)cc(F)c2)c(OC)c1OC (stereo unspecified)	-16	100	2.1	0.2	4	0.8	32	-32	5	3.2	22
CC(=O)N1c2ccccc2N(Cc2ccc([N+](=O)[O-])cc2)C(=O)C1(C)C	20	98	4.3	3.9	-3	2.0	-15	4	-1	-3.9	15
NC(=S)C(c1ccccc1)c1ncc(C(F)(F)F)cc1Cl (stereo unspecified)	9	105	4.4	-1.1	-1	-2.0	-8	-9	0	-1.9	6
